# STEP block = STEP (human) phosphatase inhibition | P54829 | AID 588621 | actives 0.25% (n = 360,000) | inhibition, % at 20 µM | recombinant STEP, OMFP fluorogenic substrate, fluorescence;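 active = inhibition at 20 µM, scaled per plate between control wells, above about 37%, limit read from the data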;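 also: 0% = DMSO with enzyme and substrate and 100% = substrate only without enzyme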
# Target sequence (P54829 whole entry, looked up): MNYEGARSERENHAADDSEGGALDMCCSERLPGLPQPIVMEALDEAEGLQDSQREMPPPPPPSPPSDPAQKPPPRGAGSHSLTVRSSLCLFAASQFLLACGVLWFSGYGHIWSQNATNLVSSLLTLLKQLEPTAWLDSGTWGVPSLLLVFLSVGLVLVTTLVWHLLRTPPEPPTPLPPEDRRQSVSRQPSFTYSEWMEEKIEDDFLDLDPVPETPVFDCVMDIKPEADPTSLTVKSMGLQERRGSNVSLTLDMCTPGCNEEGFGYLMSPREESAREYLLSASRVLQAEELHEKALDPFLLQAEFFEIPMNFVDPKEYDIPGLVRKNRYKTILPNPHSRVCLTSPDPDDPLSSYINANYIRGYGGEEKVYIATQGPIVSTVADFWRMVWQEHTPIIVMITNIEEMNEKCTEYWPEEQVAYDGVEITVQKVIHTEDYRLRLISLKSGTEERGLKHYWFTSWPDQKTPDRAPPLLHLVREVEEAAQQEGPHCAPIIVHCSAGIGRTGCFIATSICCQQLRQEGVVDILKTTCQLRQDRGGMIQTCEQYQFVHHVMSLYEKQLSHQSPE
#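 Measure: Control-normalized % inhibition with plate pattern correction | Test system: STEP phosphatase, cell-free reaction | Medium: pH 6.0 Bis-Tris with DTT and Tween 20 | Technique: Fluorescence, 480/540 nm | Times: Reaction 20 min, ambient temperature | Doses: Single compound dose of 20 µM, 1% DMSO final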
# DNMT1 block = blocks human DNA methyltransferase DNMT1; P26358; DNMT1 molecular beacon, Hinp1I cleavage, fluorescence; inhibition (reported as % activation of signal), % at 10 µM; actives 0.83% (n = 360,000); AID 588458; in the data active = inhibition above about 50%
# Neddylation inh = blocks human cullin neddylation. AID 651699. actives 0.58% (n = 360,000). TR-FRET cullin neddylation, biochemical. calls only at 25 µM. P61081+Q13564; in the data active = inhibition above about 36%
# SUMO1 PPI mod = SUMO1-SIM interaction modulation | actives 0.33% (n = 360,000) | P63165 | SUMO1 binding to a labelled peptide, TR-FRET, 1 h | AID 602429 | inhibition, % at 20 µM; in the data active = inhibition above about 37%
# Target sequence (P63165 whole entry, looked up): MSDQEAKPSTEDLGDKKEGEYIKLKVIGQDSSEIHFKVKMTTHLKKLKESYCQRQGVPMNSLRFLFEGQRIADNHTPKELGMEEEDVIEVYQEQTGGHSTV
# NadD inh = NadD (S. aureus) enzyme inhibition; actives 0.78% (n = 360,000); purified NadD enzyme, colorimetric absorbance read-out; inhibition, % at 20 µM; in the data active = inhibition above about 26%; also: some compounds past the cut are filed as inactive
# Tb MetRS inh = blocks T. brucei methionyl-tRNA synthetase activity; purified T. brucei MetRS, ATP depletion, Kinase-Glo luminescence; inhibition, % at 11.9 µM; actives 0.4% (n = 360,000); AID 624268;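 active = inhibition above a per-plate cutoff of the control wells' mean inhibition plus 3 SD, cut at about 5.5% in these data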;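 also: 0% = DMSO wells median and 100% = median of wells with control inhibitor compound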
#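 Material: T. brucei methionyl-tRNA synthetase, purified; reagent: substrates ATP, L-methionine and bulk Escherichia coli tRNA; dosing: 11.9 µM single point; timing: 15 min plus 2 h at 25 °C; detection: luminescence of leftover ATP; evaluation: % inhibition; control set: DMSO-only wells as low control; replicates: singlicate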
# Scp1 inh = inhibitors of human Scp-1 phosphatase. actives 0.88% (n = 340,000). inhibition, % at 20 µM. Q9GZU7. Recombinant Scp1, phosphopeptide, malachite green phosphate absorbance;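 active = inhibition above about 50% at 20 µM, limit read from the data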;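 also: plate controls were DMSO wells with enzyme for no effect and wells lacking enzyme for full effect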
# Target sequence (Q9GZU7 76-261 limits assumed): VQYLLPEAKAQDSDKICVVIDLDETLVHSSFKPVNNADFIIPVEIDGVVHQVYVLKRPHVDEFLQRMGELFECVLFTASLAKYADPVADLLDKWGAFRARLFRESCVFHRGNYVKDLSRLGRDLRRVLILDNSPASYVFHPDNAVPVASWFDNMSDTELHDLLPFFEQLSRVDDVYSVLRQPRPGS
#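 Test system: SCP-1 phosphatase catalytic domain, residues 76-261; measured by: colorimetric phosphate reagent with accelerator and stabiliser, absorbance at 630 nm; timing: enzyme reaction 45 min at room temperature, colour 5 min, stabilisation 30 min; also added: Phosphorylated 17-residue peptide substrate; compound dosing: one concentration, 20 µM, with 1.0% DMSO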
# SKN-1 block = C. elegans SKN-1 inhibition | C. elegans VP596 Pgst-4::GFP/RFP ratio, acrylamide-induced, 24 h | inhibition, % at 21.8 µM | actives 0.49% (n = 360,000);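 active = interference check ratio from 0.5 to 1.5 plus GFP to RFP signal ratio inhibition reaching or exceeding a fixed threshold, cut at about 30% in these data, passing the limit was not always enough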; also: some compounds called inactive have numbers as strong as hits
# CendR NRP1 mod = modulators of CendR peptide binding to human neuropilin-1; O14786; FAM-RPARPAR peptide binding to NRP-1, fluorescence polarization; inhibition, % at 25 µM; actives 0.85% (n = 360,000);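 active = inhibition or corrected inhibition above about 18%, plus a signal ratio from 0.5 to 1.5, limit read from the data, passing the limit was not always enough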; also: strong numbers were not always called active
# LMPTP inh = LMPTP (human) inhibition | P24666 | recombinant LMPTP-A, OMFP fluorogenic substrate, fluorescence intensity | inhibition, % at 20 µM | actives 0.22% (n = 360,000);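 active = compounds that cut the enzyme signal by at least half of the control window in the single-dose screen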;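 also: plate controls were DMSO wells with enzyme plus substrate for no effect and substrate without enzyme for full effect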
# Target sequence (P24666 whole entry, looked up): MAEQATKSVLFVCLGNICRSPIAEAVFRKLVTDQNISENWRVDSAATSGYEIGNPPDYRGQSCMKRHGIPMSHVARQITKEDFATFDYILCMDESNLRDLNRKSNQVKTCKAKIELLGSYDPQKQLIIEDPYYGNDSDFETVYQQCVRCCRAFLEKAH
#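 Assay system: LMPTP-A enzyme. Input: 0.625 nM LMPTP-A final. Probe or stimulus: 400 µM OMFP. Compound dosing: single 20 µM dose. Schedule: 50 min dark incubation at room temperature. Detection: fluorescence intensity of OMFP turnover product. Read-out: percent inhibition versus substrate-only and uninhibited controls. Benchmarks: no-enzyme low control, uninhibited high control.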
# Starred values were filed as active, the others as inactive; i = inactive; . = not tested or not shown.
# Start of the data: the first three compounds, to show the layout:
canonical_smiles	STEP block	DNMT1 block	Neddylation inh	SUMO1 PPI mod	NadD inh	Tb MetRS inh	Scp1 inh	SKN-1 block	CendR NRP1 mod	LMPTP inh
O=[N+]([O-])c1cccnc1Oc1ccc(F)cc1	5	-1	i	-18	-4	-0.9	1	13	3	-0.4
Cc1cccc(CCN2C(Nc3ccccc3)=NC[C@@H]2CC(C)C)c1	0	5	i	-1	-4	0.1	0	32	9	-0.8
Nc1c(Cl)ncnc1N/N=C/c1cccc(O)c1	-1	-11	i	-17	1	0.6	-3	-1	11	1.0

# Results, from the first entry:
canonical_smiles	STEP block	DNMT1 block	Neddylation inh	SUMO1 PPI mod	NadD inh	Tb MetRS inh	Scp1 inh	SKN-1 block	CendR NRP1 mod	LMPTP inh
O=[N+]([O-])c1cccnc1Oc1ccc(F)cc1	5	-1	i	-18	-4	-0.9	1	13	3	-0.4
Cc1cccc(CCN2C(Nc3ccccc3)=NC[C@@H]2CC(C)C)c1	0	5	i	-1	-4	0.1	0	32	9	-0.8
Nc1c(Cl)ncnc1N/N=C/c1cccc(O)c1	-1	-11	i	-17	1	0.6	-3	-1	11	1.0
CC(C)Sc1nc2c(c(=O)n1-c1ccc(F)cc1)SCC2	0	0	i	-4	-3	-0.1	-11	10	-2	0.7
O=C(Cc1ccsc1-c1ccccc1)NO	0	1	i	19	-1	-0.2	-4	10	-7	2.2
O=C(CN1C(=O)c2ccccc2S1(=O)=O)c1ccc2c(c1)OCCCO2	0	-4	i	1	-1	-0.1	-11	11	-1	-0.4
Cc1ccc(S(=O)(=O)C=CS(=O)(=O)c2ccc(C)cc2)cc1	0	7	i	4	3	-0.1	.	5	10	-1.0
COc1ccc(NC(=O)CN(c2ccc(C)cc2)S(=O)(=O)c2c(C)nn(C)c2C)cc1OC	-5	1	i	3	-2	0.1	-7	6	-1	-1.5
O=S(=O)(c1ccc(-c2csc(=Nc3ccccc3)n2CCCN2CCOCC2)cc1)N1CCOCC1	2	2	i	-2	-8	0.1	1	16	-2	-1.9
C/C(=N\Nc1nccnc1Cl)c1ccc(O)c(C)c1	0	4	i	-6	3	-1.5	0	7	1	-0.4
COc1ccc(S(=O)(=O)N(CCCN2CCCC2=O)Cc2cc3c(C)cc(C)cc3[nH]c2=O)cc1	1	-6	i	2	2	0.0	-7	12	1	0.1
O=C(Nc1ccccc1-c1nc2ccccc2[nH]1)c1ccc(S(=O)(=O)N2CCCCC2)cc1	47*	-2	i	10	-2	-0.6	-2	-11	-5	0.2
CCOc1ncccc1C(=O)OCc1c(Cl)cccc1Cl	2	-5	i	0	-1	-0.3	-5	0	3	-0.7
CC(C)(C)n1nnnc1C(c1cccc(C#N)c1)N1CCN2CCCC2C1 (stereo unspecified)	-4	0	i	5	-1	-1.0	-7	-1	17	0.8
Cc1cccc(NS(=O)(=O)c2csc(C(N)=O)c2)c1C	3	-1	i	-1	-6	-0.9	-10	-6	-10	-1.5
COc1ccc(C(=O)N/C(=C\c2cccs2)C(=O)N2CCN(C)CC2)cc1OC	-2	1	i	-4	-5	-0.9	6	3	13	-1.2
CCOC(=O)C1=C(C)C2C3C(=O)N(c4ccc(C)cc4C)C(=O)C3C1(C)C1C(=O)N(c3ccc(C)cc3C)C(=O)C21 (stereo unspecified)	1	1	i	3	0	-0.1	-7	5	0	1.9
CCCn1c(N)c(C(=O)CSc2nc3ccccc3c(=O)n2Cc2ccccc2)c(=O)[nH]c1=O	3	12	i	-21	7	-0.8	-2	10	-8	1.0
O=c1[nH][nH]cc1C=NCc1cccnc1	2	1	i	1	2	-0.3	-4	-4	2	-2.4
CC1C(=O)CC(c2ccccc2)NC1c1ccccc1 (stereo unspecified)	-6	1	i	-1	8	-0.7	-11	16	-8	0.6
CCC(=O)Nc1cccc(-c2nc3ncccc3o2)c1C	0	-3	i	4	-7	0.3	-2	7	4	-0.5
O=C(Cc1cccs1)NCc1cccc(F)c1	-3	9	i	1	4	-0.8	1	2	9	-0.7
NC(=O)c1ccc(N2CCN(c3ccc(O)cc3)CC2)c([N+](=O)[O-])c1	3	-7	i	-18	-2	-0.3	-1	-8	14	0.5
NC(=O)COC(=O)c1ccc(Cl)c(S(=O)(=O)N(Cc2ccccc2)c2ccc(Cl)cc2)c1	2	3	i	4	-5	-0.1	-13	4	-5	2.6
CCCc1[nH]nc2c1C1(CCOC1C)C(C#N)=C(N)O2 (stereo unspecified)	-2	-6	i	-3	9	0.2	5	-6	3	-1.9
Cc1nn(CC(=O)Nc2ccc3c(c2)CCC3)c(C)c1[N+](=O)[O-]	1	-1	i	1	2	0.1	15	1	2	1.0
S=C(Nc1ccccc1Cl)N(Cc1ccccc1)Cc1ccccn1	2	0	i	-2	2	-0.4	-1	6	16	0.5
Brc1ccc(C2Nc3cccc4cccc(c34)N2)o1	3	16	i	21	11	-0.3	12	4	14	21
O=C(CC1C(=O)NCCN1C(=O)c1ccc(Cl)cc1)Nc1ccc(F)cc1 (stereo unspecified)	1	2	i	-2	-3	-0.3	3	-10	-2	-1.1
O=C(Cc1nnc(NC(=O)Nc2ccccc2)s1)NCc1ccccc1	-3	9	i	3	3	1.6	-6	6	5	-0.4
CN(c1ccccc1)c1ccc(/C=C(/CCC(=O)O)c2nc3ccccc3s2)cc1[N+](=O)[O-]	4	85*	i	39*	43*	0.4	-12	5	-12	1.3
COc1cccc([C@@H]2CC=C(C(=O)O)CN2S(=O)(=O)c2ccc(C)cc2)c1	-2	1	i	1	-4	0.7	9	9	12	-0.3
COc1cccc(OC)c1C(=O)NCc1ccco1	0	3	i	2	2	0.5	.	9	1	-1.4
COc1ccc(CNC(=O)CCS(=O)(=O)c2cccc3nonc23)cc1	-1	-9	i	-24	-6	-1.6	9	18	-23	0.2
COc1ccc(N(CC(=O)NCc2ccco2)C(=O)CNS(=O)(=O)c2ccc(Cl)cc2)cc1	-4	-1	i	0	-9	0.1	-2	-1	-7	0.2
CC(C)CCNC(=O)COc1ccc2c(c1)C(=O)CC(C)(C)O2	-1	4	.	-3	-5	-1.4	0	-4	-2	-2.7
Cn1c(SCC(=O)Nc2ccccc2-c2ccccc2)nnc1-c1ccco1	-4	-2	i	2	-7	-0.8	-1	6	0	-3.5
CCn1cc(CN2CCC(C(=O)Nc3ccc(Oc4ccccc4F)cc3)CC2)c(C)n1	0	1	i	-2	-7	0.1	-2	10	16	-0.4
COc1ccc(N(CC(=O)NC2CCCCC2)S(=O)(=O)c2c(C)[nH]c(=O)[nH]c2=O)cc1	-1	-3	i	23	-7	-0.3	-12	-11	0	0.0
CCCOc1ccc(S(=O)(=O)Nc2ccccn2)c2ccccc12	0	9	i	-3	2	-1.4	3	7	-4	-1.3
COc1ccccc1C(=O)NC(=S)NNC(=O)c1sc2ccccc2c1Cl	0	30	i	3	3	0.6	1	-1	3	10
Cc1cc(C)c2nc(NC(=O)C3CC(=O)N(Cc4ccco4)C3)sc2c1 (stereo unspecified)	-2	1	i	-2	-9	-1.8	-1	1	-5	0.6
CCOc1ccccc1N1CCN(C(=O)c2c(Cl)cnn2C)CC1	1	-4	i	6	-4	-0.1	-7	9	10	-0.7
CCN(CC(=O)Nc1ccc(C#N)cc1)CC(=O)Nc1ccc2c(c1)OCCO2	0	-2	i	8	0	0.0	.	-11	-3	-0.7
O=C1NC2C(NC(=O)N2C2CCCCC2)N1C1CCCCC1 (stereo unspecified)	3	1	i	0	0	-0.5	-15	1	15	-1.5
COC(=O)C1=C(C)NC2=C(C(=O)CC(c3cccs3)C2)C1c1ccsc1 (stereo unspecified)	1	-3	.	-12	4	0.3	-14	8	5	-0.3
CCOC(=O)N1CCC(N2C(=O)c3ccc(C(=O)Nc4ccc(OC)cc4)cc3C2=O)CC1	-2	12	i	-7	-3	-0.1	-14	7	0	11
O=C(Nc1ccccc1)c1ccc2c(c1)OCCO2	-1	-1	i	3	-3	-0.1	-6	0	-4	-0.5
CC(=O)c1ccc(S(=O)c2ccccc2)cc1 (stereo unspecified)	-1	1	i	0	0	0.1	-6	28	6	-0.9
CCC(C)N(C(=O)COC(=O)c1nc(Cl)ccc1Cl)C1CCS(=O)(=O)C1 (stereo unspecified)	0	0	i	-3	0	-0.1	1	10	5	-0.8
CCN(CC(=O)Nc1ccc(OC)cc1)CC(=O)Nc1ccc(Br)cc1F	-2	-7	i	1	0	0.0	-8	-11	-2	-0.1
COc1ccc(-c2csc(NC(=O)CSc3n[nH]c(C)n3)n2)cc1	-4	1	i	6	-3	-0.9	1	11	7	-1.7
C=CCOc1ccc(-c2nc3c(c(=O)[nH]c(=O)n3CCCC)n2C)cc1Br	1	13	i	-4	2	-0.4	-5	13	-7	0.3
CN(C)S(=O)(=O)c1ccc(C(=O)NCC(=O)N/N=C/c2ccccc2Cl)cc1	-1	0	i	-4	-3	-0.5	-3	-10	-8	-1.0
O=C1CC(N2CCSCC2)C(=O)N1c1ccccc1 (stereo unspecified)	1	1	i	2	-4	0.2	-5	4	-3	0.4
Cc1sc(N)c(C(=O)c2ccccc2)c1C	-1	-14	i	-6	1	-1.4	-1	10	-14	2.4
N#Cc1c(Nc2ccccc2C(F)(F)F)s[nH]c1=O	1	-2	i	3	10	0.4	7	6	0	0.2
S=C(NCCc1ccc(Cl)cc1)NCc1ccccc1	1	5	i	2	-6	0.0	7	-2	3	0.4
O=C(c1ccc(Cl)c(S(=O)(=O)N2CCOCC2)c1)N(c1ccccn1)C1CCCCC1	-3	-1	i	-3	-8	-0.7	-6	3	-2	-1.2
Cc1ccc(C(C)C)c(OCC(O)CN2CCc3ccccc3C2)c1 (stereo unspecified)	0	6	i	2	-5	-0.6	9	-5	-1	-0.6
Cc1ccc(C)c(-c2ccc(=O)n(Cc3ccc(F)cc3Cl)n2)c1	2	0	i	3	-4	-0.3	-8	-7	6	2.7

# Limited to SKN-1 block and CendR NRP1 mod, for three of the compounds above:
Structure | SKN-1 block | CendR NRP1 mod
N#Cc1c(Nc2ccccc2C(F)(F)F)s[nH]c1=O | 6 | 0
S=C(NCCc1ccc(Cl)cc1)NCc1ccccc1 | -2 | 3
O=C(c1ccc(Cl)c(S(=O)(=O)N2CCOCC2)c1)N(c1ccccn1)C1CCCCC1 | 3 | -2

# Screens from PubChem BioAssay.
